Screens (PubChem BioAssay)
Rin1-Abl PPI inh: blocks binding of human Rin1 to Abl | 360,000 tested, 0.4% active | inhibition, % at 7.35 µM | AID 588664 | P00519+Q13671 | TR-FRET Rin1/Abl binding, biochemical; in the data active means inhibition above about 5%, passing the limit was not always enough
Neddylation inh: blocks human cullin neddylation; P61081+Q13564; TR-FRET cullin neddylation, biochemical; calls only at 25 µM; 360,000 tested, 0.58% active; AID 651699; in the data active means inhibition above about 36%
NadD inh: inhibitors of Staphylococcus aureus NadD | 360,000 tested, 0.78% active | AID 602399 | inhibition, % at 20 µM | purified NadD enzyme, colorimetric absorbance read-out; in the data active means inhibition above about 26%; further: some compounds past the cut are filed as inactive
STEP inh: inhibitors of human striatal-enriched phosphatase STEP | AID 588621 | 360,000 tested, 0.25% active | inhibition, % at 20 µM | recombinant STEP, OMFP fluorogenic substrate, fluorescence | P54829;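 active means inhibition at 20 µM, scaled per plate between control wells, above about 37%, limit read from the data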;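 further: 0% = DMSO with enzyme and substrate and 100% = substrate only without enzyme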
Target sequence (P54829 whole entry, looked up): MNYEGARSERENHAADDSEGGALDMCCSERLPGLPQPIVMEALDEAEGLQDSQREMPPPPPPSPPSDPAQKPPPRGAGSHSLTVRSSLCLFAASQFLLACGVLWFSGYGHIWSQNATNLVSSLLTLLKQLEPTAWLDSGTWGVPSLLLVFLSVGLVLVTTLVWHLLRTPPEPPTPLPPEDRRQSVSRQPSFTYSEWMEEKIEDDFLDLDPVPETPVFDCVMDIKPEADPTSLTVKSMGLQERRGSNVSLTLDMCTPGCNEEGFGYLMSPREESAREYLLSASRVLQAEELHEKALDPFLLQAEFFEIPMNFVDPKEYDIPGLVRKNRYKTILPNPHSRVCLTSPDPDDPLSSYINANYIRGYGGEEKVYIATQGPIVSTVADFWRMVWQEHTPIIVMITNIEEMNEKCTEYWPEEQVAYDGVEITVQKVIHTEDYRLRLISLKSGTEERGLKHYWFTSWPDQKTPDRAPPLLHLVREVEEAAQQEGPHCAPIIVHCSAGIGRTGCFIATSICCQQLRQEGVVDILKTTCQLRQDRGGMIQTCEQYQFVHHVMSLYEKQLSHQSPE
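Material: STEP (striatal-enriched tyrosine phosphatase) enzyme, cell-free; Compound dosing: 20 µM single dose in 1% DMSO; Technique: fluorescence read at 480 nm ex / 540 nm em; Times: reaction 20 min, ambient temperature; Medium: 50 mM Bis-Tris pH 6.0 with 2.5 mM DTT and 0.005% Tween 20; Also added: OMFP at 25 µM.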
CSN deneddyl inh: CSN deneddylation inhibition; Q92905; Purified CSN, SCF-Nedd8-OG deneddylation, fluorescence polarization; inhibition, % at 12.5 µM; 360,000 tested, 0.38% active; AID 651999;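 active means pattern-corrected inhibition above about 35%, with an unprinted fluorescence ratio check between 0.5 and 1.5, limit read from the data, passing the limit was not always enough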;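 further: 0% = enzyme with substrate and 100% = substrate without enzyme; some results filed as inactive read as strong as hits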
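Test system: purified human Csn5 enzyme expressed in HEK293T cells. Amount: 0.24 nM enzyme. Reagent: SCFSkp2-Nedd8OG substrate at 10 nM final. Schedule: 90 min incubation of compound, enzyme and substrate at room temperature. Detection: fluorescence polarization. Read-out: % inhibition of substrate cleavage by Csn5.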
Scp-1 inhibitor: inhibitors of human Scp-1 phosphatase | Q9GZU7 | Recombinant Scp1, phosphopeptide, malachite green phosphate absorbance | inhibition, % at 20 µM | 340,000 tested, 0.88% active | AID 493091;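 active means inhibition above about 50% at 20 µM, limit read from the data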;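 further: plate controls were DMSO wells with enzyme for no effect and wells lacking enzyme for full effect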
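Test system: SCP-1 phosphatase catalytic domain, residues 76-261; measured by: colorimetric phosphate reagent with accelerator and stabiliser, absorbance at 630 nm; timing: enzyme reaction 45 min at room temperature, colour 5 min, stabilisation 30 min; also added: Phosphorylated 17-residue peptide substrate; compound dosing: one concentration, 20 µM, with 1.0% DMSO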
Rpn11 inh: Rpn11 (human) deubiquitinase inhibition; O00487; human 26S proteasome, Ub4-pepOG fluorescence polarization; 20S core pre-blocked with epoxomicin; calls only at 20 µM; 360,000 tested, 0.59% active;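 active means inhibition at 20 µM, scaled to each plate's controls, above about 33%, limit read from the data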
Target sequence (O00487 whole entry, looked up): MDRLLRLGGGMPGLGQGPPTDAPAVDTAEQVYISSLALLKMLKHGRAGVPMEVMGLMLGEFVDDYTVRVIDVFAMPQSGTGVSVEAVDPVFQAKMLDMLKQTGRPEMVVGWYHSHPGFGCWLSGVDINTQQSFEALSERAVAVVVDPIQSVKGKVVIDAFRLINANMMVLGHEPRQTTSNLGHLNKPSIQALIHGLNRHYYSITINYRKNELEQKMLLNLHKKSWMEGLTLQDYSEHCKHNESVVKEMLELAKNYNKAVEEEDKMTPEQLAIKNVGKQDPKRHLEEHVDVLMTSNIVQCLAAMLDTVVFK
DNMT1 inh: inhibitors of human DNMT1 | DNMT1 molecular beacon, Hinp1I cleavage, fluorescence | P26358 | 360,000 tested, 0.83% active | inhibition (reported as % activation of signal), % at 10 µM | AID 588458; in the data active means inhibition above about 50%
SUMO1 PPI mod: alters human SUMO1 binding to SIM partners; SUMO1 binding to a labelled peptide, TR-FRET, 1 h; inhibition, % at 20 µM; 360,000 tested, 0.33% active; in the data active means inhibition above about 37%
Target sequence (P63165 whole entry, looked up): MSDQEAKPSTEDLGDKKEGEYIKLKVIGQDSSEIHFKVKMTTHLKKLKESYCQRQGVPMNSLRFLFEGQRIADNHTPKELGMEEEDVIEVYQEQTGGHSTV
LMPTP inh: blocks human LMPTP phosphatase | P24666 | recombinant LMPTP-A, OMFP fluorogenic substrate, fluorescence intensity | inhibition, % at 20 µM | 360,000 tested, 0.22% active;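 active means compounds that cut the enzyme signal by at least half of the control window in the single-dose screen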;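 further: plate controls were DMSO wells with enzyme plus substrate for no effect and substrate without enzyme for full effect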
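Test system: LMPTP-A phosphatase enzyme. Amount: LMPTP-A at 0.625 nM final in the reaction. Reagent: OMFP substrate, 400 µM final. Times: 50 min at room temperature. Signal: endpoint fluorescence intensity from OMFP dephosphorylation. Read-out basis: % inhibition. Benchmarks: no-enzyme and uninhibited controls.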
Active calls of the source: *; i = inactive; nt = not tested or not shown.

1) CCOC(=O)c1nnsc1-c1ccc(-c2snnc2C(=O)OCC)cc1
2) CC(=O)Nc1ccc(C2=NN(CC#N)C(=O)SC2)cc1
3) O=C1CCN(Cc2ccccc2)N1
4) CCCCCN(C(=O)CCC(=O)OCC(=O)N(CC#N)c1ccccc1)c1c(N)n(CCCC)c(=O)[nH]c1=O
5) Cc1ccc(C)n1CCN1CCN(C(=O)c2ccco2)CC1
6) CCCc1nn2c(=O)cc(CSCC(=O)Nc3ccc(F)cc3)nc2s1
7) CC(=O)Nc1ccc(N2C(=O)CC(Sc3nccc(C)n3)C2=O)cc1 (stereo not given)
8) Cc1cccc(C)c1OCC(=O)Nc1cccc(S(=O)(=O)N2CCCC2)c1
9) O=C(C[n+]1cccc(O)c1)NCc1ccc(Cl)cc1
10) O=S(=O)(c1cccc(-c2nnc3n2CCCCC3)c1)N1CCCC1
screen / no.	1	2	3	4	5	6	7	8	9	10
Rpn11 inh	i	i	i	i	i	i	i	i	i	i
STEP inh	2	3	0	0	0	-1	-2	-1	-6	-3
DNMT1 inh	0	1	0	0	-4	2	4	-1	3	-1
NadD inh	-3	-5	-3	3	-2	3	-4	-4	-2	3
Scp-1 inhibitor	-14	-2	-4	0	-4	-6	0	-6	6	-5
Neddylation inh	i	i	i	i	i	i	i	i	i	i
SUMO1 PPI mod	-11	-6	3	2	1	-1	0	4	-3	1
CSN deneddyl inh	-6	-2	-5	-3	4	-1	0	-1	-4	-4
Rin1-Abl PPI inh	2	-2	1	0	2	-1	6	2	0	-1
LMPTP inh	-1.3	-1.1	-0.5	-1.4	-1.5	0.0	-0.1	-0.7	0.2	-0.3

11) CCOC(=O)c1nnn(CC(=O)Nc2ccccc2OC)c1C(=O)OCC
12) CCOC(=O)Nc1ccc(S(=O)(=O)NC2CCCCC2)cc1
13) CCOC(=O)N1CCN(C(=O)c2cc(C)no2)CC1
14) NC(=O)COC(=O)CCCc1nc2ccccc2s1
15) COc1ccccc1CNC(=O)CN(C)S(=O)(=O)c1ccc(F)cc1
16) CC(C)(C)c1ccc(C(=O)NCc2nnc(SCC(=O)NC3CCCC3)o2)cc1
17) CCCCOC(=O)Nc1nc(C)c(C(=O)OCC)s1
18) O=C(/C(=N\O)n1cncn1)c1ccc(Br)cc1Br
19) CCOc1ccc(NC(=O)c2ccc(NC(=S)NC3CC3)cc2)cc1
20) O=C(c1cnn(C(=O)COc2ccccc2F)c1)c1cc(F)ccc1O
screen / no.	11	12	13	14	15	16	17	18	19	20
Rpn11 inh	i	i	i	i	i	i	i	i	i	i
STEP inh	-4	-2	-2	-2	0	-2	2	-4	6	-2
DNMT1 inh	3	2	-3	0	0	3	-1	-2	-2	7
NadD inh	-1	-6	4	-2	-6	6	-6	-3	1	5
Scp-1 inhibitor	0	-7	19	-7	-3	-2	-11	-4	-9	-13
Neddylation inh	i	i	i	i	i	i	i	i	i	i
SUMO1 PPI mod	-4	-2	-4	-3	6	0	-3	2	-5	0
CSN deneddyl inh	2	-19	8	-2	0	1	3	3	-2	5
Rin1-Abl PPI inh	1	-1	-1	-2	0	0	-1	1	-3	1
LMPTP inh	-1.5	0.1	-0.7	0.5	0.2	1.2	-0.2	0.4	-0.5	-0.5

21) COc1ccc(/C=C(\NC(=O)c2ccccc2)C(=O)OC[C@@H]2CCC[N+]3(C)CCCCC23)cc1OC (stereo not given in full)
22) O=C(Cc1ccccc1F)Nc1cc(S(=O)(=O)N2CCOCC2)ccc1N1CCOCC1
23) CCOc1ccc(N/C(C)=C/C(=O)c2ccc3c(c2)OCCO3)cc1
24) CC(C)(C)c1ccc(-n2ncc3c2CCCC3NC(=O)C2(C(N)=O)CC2)cc1 (stereo not given)
25) CCC(=O)Nc1nnc(SCC(=O)Nc2cccc(Cl)c2)s1
26) CCN(CC)CCN(Cc1cc2cc(C)c(C)cc2[nH]c1=O)C(=S)NCc1ccco1
27) CC(C)(C)OC(=O)NCc1ccc(CNC(=O)c2[nH]cnc2C(=O)NCC(=O)OCc2ccccc2)cc1
28) Cc1csc(Nc2nc(N)c(C(=O)Nc3cc(Cl)ccc3F)o2)n1
29) COc1cc(C(=O)NC2CCN(CC(=O)NC3CCCCC3)CC2)cc(OC)c1OC
30) COc1ccc(C(=O)CSc2nc(C)cc(C)n2)cc1C
screen / no.	21	22	23	24	25	26	27	28	29	30
Rpn11 inh	i	i	i	i	i	i	i	i	i	i
STEP inh	-1	-2	3	1	-3	3	-1	0	0	-2
DNMT1 inh	1	1	-5	-5	1	0	-15	-3	1	3
NadD inh	22	-1	-7	3	-2	9	9	3	-1	-1
Scp-1 inhibitor	102*	-4	0	19	-7	4	-4	-15	-1	3
Neddylation inh	i	i	i	i	i	i	i	i	i	i
SUMO1 PPI mod	-8	-1	-10	6	6	-1	4	2	-1	0
CSN deneddyl inh	4	-8	1	1	0	4	0	4	7	-2
Rin1-Abl PPI inh	0	2	-3	0	-3	0	2	3	1	0
LMPTP inh	-0.6	-1.6	2.9	0.7	0.1	2.2	2.6	-1.5	0.3	-0.3

Rewritten with values under each structure: entries from further up
The line under a structure holds: Rpn11 inh | STEP inh | DNMT1 inh | NadD inh | Scp-1 inhibitor | Neddylation inh | SUMO1 PPI mod | CSN deneddyl inh | Rin1-Abl PPI inh | LMPTP inh
12: CCOC(=O)Nc1ccc(S(=O)(=O)NC2CCCCC2)cc1
 : i | -2 | 2 | -6 | -7 | i | -2 | -19 | -1 | 0.1
13: CCOC(=O)N1CCN(C(=O)c2cc(C)no2)CC1
 : i | -2 | -3 | 4 | 19 | i | -4 | 8 | -1 | -0.7
14: NC(=O)COC(=O)CCCc1nc2ccccc2s1
 : i | -2 | 0 | -2 | -7 | i | -3 | -2 | -2 | 0.5
15: COc1ccccc1CNC(=O)CN(C)S(=O)(=O)c1ccc(F)cc1
 : i | 0 | 0 | -6 | -3 | i | 6 | 0 | 0 | 0.2

More results:
31) CCc1nc2ccc(C(=O)Nc3ccc(C(N)=O)cc3)cn2c1N(CCC(C)C)CCN(C)C
32) Cc1ccc(OCCC(=O)Nc2cc(S(=O)(=O)N3CCOCC3)ccc2N2CCCC2)cc1
33) O=C(NCCN1CCN(c2ccccc2)CC1)c1cccc(Cl)c1
34) COc1ccc(CCNC(=O)CCCN2C(=O)c3ccccc3C2=O)cc1
35) Cc1ccc(NC(=O)NC(=O)N(C2CCCCC2)S(=O)(=O)c2ccccc2)cc1
36) CCn1cc(/C=N/NC(=O)c2ccc3c(c2)OCO3)c(C)n1
37) Cc1cc(C)cc(-n2c3nc4ccccc4nc3c3c(=O)n(Cc4ccco4)cnc32)c1
38) COc1ccc(S(=O)(=O)N2CCOCC2)cc1C(=O)Nc1ccc(N2CCCCCC2)cc1
39) O=C(/C=C/Nc1cccc([N+](=O)[O-])c1)c1ccco1
40) O=C(Cc1ncc(C(F)(F)F)cc1Cl)NCc1ccco1
screen / no.	31	32	33	34	35	36	37	38	39	40
Rpn11 inh	i	i	i	i	i	i	i	i	i	i
STEP inh	0	2	-1	1	2	-6	2	0	3	-2
DNMT1 inh	6	-2	-1	-2	0	2	98*	-14	10	0
NadD inh	-6	3	2	-2	2	-9	33*	20	3	-7
Scp-1 inhibitor	nt	-6	-8	-7	-4	9	5	-2	-3	-3
Neddylation inh	i	i	i	i	i	i	i	i	i	i
SUMO1 PPI mod	-5	-3	-4	-1	-3	0	0	4	-44	1
CSN deneddyl inh	0	2	2	-3	-6	-7	22	0	1	-8
Rin1-Abl PPI inh	0	1	1	-2	-1	0	-2	2	0	4
LMPTP inh	0.2	-0.1	-1.2	-0.1	0.6	1.1	56*	2.1	1.0	-0.2

41) CCC(C(=O)NC1CCCCC1)n1c(SCc2ccccc2F)nc2ccncc21 (stereo not given)
42) COC(=O)C1=C(C(=O)OC)C2C(C)=CC(C)=CN2C(C(=O)OC)=C1C(=O)OC (stereo not given)
43) C=CCSc1nc(N2CCOCC2)c2c(c1C#N)CC(C)(C)N(C)C2
44) O=C(NCCCn1ccnc1)c1sc2cc([N+](=O)[O-])ccc2c1Cl
screen / no.	41	42	43	44
Rpn11 inh	i	i	i	i
STEP inh	2	0	-2	2
DNMT1 inh	0	-7	0	-4
NadD inh	-1	-8	-2	9
Scp-1 inhibitor	-7	-9	-7	nt
Neddylation inh	i	i	i	i
SUMO1 PPI mod	3	-2	-19	-30
CSN deneddyl inh	9	-4	-2	-3
Rin1-Abl PPI inh	-5	-2	-5	-6
LMPTP inh	2.1	-0.1	0.7	7.0

From no. 40 up to 44, copied from above:
40) O=C(Cc1ncc(C(F)(F)F)cc1Cl)NCc1ccco1
41) CCC(C(=O)NC1CCCCC1)n1c(SCc2ccccc2F)nc2ccncc21 (stereo not given)
42) COC(=O)C1=C(C(=O)OC)C2C(C)=CC(C)=CN2C(C(=O)OC)=C1C(=O)OC (stereo not given)
43) C=CCSc1nc(N2CCOCC2)c2c(c1C#N)CC(C)(C)N(C)C2
44) O=C(NCCCn1ccnc1)c1sc2cc([N+](=O)[O-])ccc2c1Cl
screen / no.	40	41	42	43	44
Rpn11 inh	i	i	i	i	i
STEP inh	-2	2	0	-2	2
DNMT1 inh	0	0	-7	0	-4
NadD inh	-7	-1	-8	-2	9
Scp-1 inhibitor	-3	-7	-9	-7	nt
Neddylation inh	i	i	i	i	i
SUMO1 PPI mod	1	3	-2	-19	-30
CSN deneddyl inh	-8	9	-4	-2	-3
Rin1-Abl PPI inh	4	-5	-2	-5	-6
LMPTP inh	-0.2	2.1	-0.1	0.7	7.0

An unsorted share of the library; overall some 3.8% were active at least once.
